Screens (PubChem BioAssay)
NCI-60 one-dose screen, 48 h, at 10 µM unless noted. Numbers give growth in % (100 = growth as untreated, 0 = no growth, -100 = all killed).
U251: U251 CNS tumor cells. hit rate 5.4% among 80,000
SNB-19: SNB-19 CNS cancer cells | hit rate 2.5% among 81,000
SF-539: SF-539 CNS cancer. hit rate 6.8% among 81,000
PC-3: PC-3 prostate cancer cells | hit rate 3.9% among 80,000
HCC-2998: HCC-2998 colon cancer | hit rate 4.7% among 79,000 | AID 1794799
SF-295: SF-295 CNS cancer cells | hit rate 5.6% among 79,000 | AID 1794758
SF-268: SF-268 CNS cancer cells. AID 1794759. hit rate 3.1% among 82,000
SNB-75: SNB-75 CNS cancer; hit rate 5% among 79,000; AID 1794750
An asterisk follows results filed as active; & = joins results of further samples. How the source made its calls: active means growth percent below 10; inactive means the rest.

Screening O=C1CSC(=Nc2ccc(Cl)c(C(F)(F)F)c2)N1 returned U251 96.0, SNB-19 100.9, SF-539 92.0, PC-3 100.1, HCC-2998 100.1, SF-295 91.8, SF-268 97.5 and SNB-75 81.2.
COc1c(Cl)c(Cl)cc(Cl)c1Cl was read as U251 88.2, SNB-19 100.0, SF-539 101.2, PC-3 96.9, HCC-2998 109.5, SF-295 104.5, SF-268 101.3 and SNB-75 93.9.
For Cn1cc(-c2cc(N)n3nc(-c4c[nH]c5ccc(Br)cc45)cc3n2)c2cccnc21 the results were U251 -83.9*, SNB-19 -83.5*, SF-539 -97.7*, PC-3 -45.9*, HCC-2998 -97.8*, SF-295 -91.9*, SF-268 -45.7* and SNB-75 -73.1*.
Screening O=C(/C=C1\C=CN(CCCCF)c2ccccc21)n1ccc2ccccc21 returned U251 105.0, SNB-19 105.2, SF-539 98.8, PC-3 102.5, HCC-2998 106.3, SF-295 105.8 and SF-268 120.6.
COC(=O)c1[nH]c(=O)c(C#N)c(C(=O)OC)c1C(=O)/C=C/c1ccccc1 was read as U251 82.9, SF-539 82.5, PC-3 100.9, HCC-2998 113.9, SF-295 92.5, SF-268 100.9 and SNB-75 90.2.
`O=S(=O)(NCl)c1ccccc1` gave U251 95.9, SNB-19 104.2, SF-539 105.6, PC-3 99.1, HCC-2998 97.3, SF-295 94.3, SF-268 99.9 and SNB-75 84.3.
For COC(=O)[C@H]1Cc2c([nH]c3ccccc23)[C@H](c2cccs2)N1 the results were U251 96.1, SNB-19 93.9, SF-539 92.3, PC-3 100.4, HCC-2998 97.7, SF-295 98.8, SF-268 98.1 and SNB-75 78.5.
For COc1cc2c3c(n(CCCNCC4CC4)c(=O)c2cc1OC)-c1cc2c(cc1C3=O)OCO2 the results were U251 -95.7*, SNB-19 42.3, SF-539 -88.0*, PC-3 40.0, HCC-2998 69.1, SF-295 22.3, SF-268 45.6 and SNB-75 66.8.
Screening COc1cc(/C(=C2/O[C@@H]([C@H](O)CO)[C@H]3OC(C)(C)O[C@@H]23)c2cccc(N)c2)cc(OC)c1OC returned U251 109.2, SNB-19 109.2, SF-539 105.9, PC-3 102.0, SF-295 95.0, SF-268 111.3 and SNB-75 93.1.
For COc1ccc(/C=C2\Sc3ccc(C)cc3C2=O)cc1 the results were U251 86.8, SNB-19 86.1, SF-539 84.9, PC-3 68.8, HCC-2998 96.4, SF-295 102.5, SF-268 86.4 and SNB-75 81.7.

Gathered by group: the compounds so far containing a Cl atom (3)
Screening O=C1CSC(=Nc2ccc(Cl)c(C(F)(F)F)c2)N1 returned U251 96.0, SNB-19 100.9, SF-539 92.0, PC-3 100.1, HCC-2998 100.1, SF-295 91.8, SF-268 97.5 and SNB-75 81.2.
COc1c(Cl)c(Cl)cc(Cl)c1Cl was read as U251 88.2, SNB-19 100.0, SF-539 101.2, PC-3 96.9, HCC-2998 109.5, SF-295 104.5, SF-268 101.3 and SNB-75 93.9.
`O=S(=O)(NCl)c1ccccc1` gave U251 95.9, SNB-19 104.2, SF-539 105.6, PC-3 99.1, HCC-2998 97.3, SF-295 94.3, SF-268 99.9 and SNB-75 84.3.

Back to the main list, starting 2 compounds before the break.
Screening COc1cc(/C(=C2/O[C@@H]([C@H](O)CO)[C@H]3OC(C)(C)O[C@@H]23)c2cccc(N)c2)cc(OC)c1OC returned U251 109.2, SNB-19 109.2, SF-539 105.9, PC-3 102.0, SF-295 95.0, SF-268 111.3 and SNB-75 93.1.
For COc1ccc(/C=C2\Sc3ccc(C)cc3C2=O)cc1 the results were U251 86.8, SNB-19 86.1, SF-539 84.9, PC-3 68.8, HCC-2998 96.4, SF-295 102.5, SF-268 86.4 and SNB-75 81.7.
c1ccc(Nc2c(-c3c[nH]c4ccccc34)nc3sc4ccccc4n23)cc1 was read as U251 104.7, SNB-19 97.0, SF-539 108.9, PC-3 84.6, HCC-2998 100.3, SF-295 100.4, SF-268 95.2 and SNB-75 88.6.
Screening Nc1nc(SCC(=O)O)c2[nH]cnc2n1 returned U251 95.7, SNB-19 96.5, SF-539 100.9, PC-3 87.5, HCC-2998 103.5, SF-295 101.7, SF-268 95.3 and SNB-75 80.0.
`CN(C(=O)C1CC1)c1ccccc1` gave U251 98.0, SNB-19 95.7&100.3, SF-539 100.8&90.4, PC-3 97.6&98.1, HCC-2998 99.1&106.3, SF-295 106.2&110.6, SF-268 106.9&101.1 and SNB-75 74.2&101.2.
For Cc1ccccc1NC(=O)Cc1csc(N/N=C2\NC(=O)/C(=C/c3cccc([N+](=O)[O-])c3)S2)n1 the results were U251 90.2, SNB-19 108.1, SF-539 95.6, PC-3 94.3, HCC-2998 104.3, SF-295 97.8, SF-268 97.5 and SNB-75 84.5.
`Cc1nn(-c2ccc(Cl)cc2)c2ncnc(N/N=C/c3cccc(O)c3)c12` gave U251 41.0, SNB-19 57.6, SF-539 43.0, PC-3 42.5, HCC-2998 45.9, SF-295 57.5, SF-268 39.2 and SNB-75 66.8.
CC(=O)Oc1ccc(O)c(C(=O)O)c1 was read as U251 99.4, SNB-19 102.0, SF-539 98.4, PC-3 104.3, HCC-2998 98.4, SF-295 100.4, SF-268 100.6 and SNB-75 85.2.
`O=c1[nH]c(=S)[nH]c(=S)[nH]1` gave U251 99.5, SNB-19 98.0, SF-539 98.0, PC-3 97.3, SF-295 101.7, SF-268 100.6 and SNB-75 93.5.
For Cc1ccc(C2=NN/C(=N\C(=S)Nc3ccc(Cl)cc3)SC2)cc1 the results were U251 92.6, SNB-19 95.9, SF-539 98.8, PC-3 87.5, HCC-2998 109.9, SF-295 103.7, SF-268 101.3 and SNB-75 86.9.
For CCCCCC(Oc1ccc(Cl)cc1Cl)C(=O)OCC (stereo not drawn) the results were U251 95.3, SNB-19 105.9, SF-539 107.8, HCC-2998 111.1, SF-295 107.8, SF-268 97.1 and SNB-75 89.4.
For Fc1cc(-c2nnc3n2NC(=Nc2ccc(Cl)cc2Cl)CS3)c(Cl)cc1Cl the results were U251 83.4, SNB-19 85.9, SF-539 94.4, PC-3 81.6, HCC-2998 73.4, SF-295 93.7, SF-268 94.2 and SNB-75 79.6.
For CCOC(=O)c1cc(C(N)=O)n2ccc(-c3ccncc3)cc12 the results were U251 61.0, SNB-19 84.5, SF-539 71.7, PC-3 78.7, HCC-2998 103.2, SF-295 81.7, SF-268 81.3 and SNB-75 69.5.
Screening Brc1cccc(-n2ncc3c(Nc4ccc(-c5nnc(-c6ccccc6)o5)cc4)ncnc32)c1 returned U251 102.8, SNB-19 102.4, SF-539 95.9, PC-3 95.1, HCC-2998 100.4, SF-268 98.6 and SNB-75 92.3.
COc1ccc2c(c1)/C(=C/c1c(-c3cc(OC)c(OC)c(OC)c3Br)nc3sccn13)C(=O)N2 was read as U251 93.4, SNB-19 106.1, SF-539 95.3, PC-3 82.6, HCC-2998 133.5, SF-295 105.2, SF-268 116.0 and SNB-75 108.6.
Screening O=C(Cn1[nH]c(=O)c2ccccc2c1=O)OCc1csc(-c2ccccc2)n1 returned U251 103.4, SNB-19 96.2, SF-539 95.7, PC-3 94.0, HCC-2998 116.6, SF-295 146.1, SF-268 111.6 and SNB-75 86.5.
CC1(C)CC[C@]2(C(=O)N3CCOCC3)CC[C@]3(C)C(=CC[C@@H]4[C@@]5(C)Cc6c(n(CC#CCN7CCNCC7)c7ccccc67)C(C)(C)[C@@H]5CC[C@]43C)[C@@H]2C1 was read as U251 104.6, SNB-19 98.8, SF-539 106.0, PC-3 99.0, HCC-2998 102.0, SF-295 105.1, SF-268 101.5 and SNB-75 111.3.
For CCCn1c(O)c(C=N)c(=O)n(CCC)c1=O the results were U251 99.6, SNB-19 102.3, SF-539 92.3, PC-3 94.4, HCC-2998 112.4, SF-295 86.5, SF-268 109.2 and SNB-75 85.0.
`Cc1ccccc1SSc1ccncc1` gave U251 103.2, SNB-19 106.9, SF-539 101.5, PC-3 98.7, HCC-2998 106.1, SF-295 105.1, SF-268 98.1 and SNB-75 84.5.
COC(=O)/C=C1/SC(=NCc2ccccc2)N(Cc2ccco2)C1=O was read as U251 100.4, SNB-19 104.4, SF-539 106.0, PC-3 65.1, HCC-2998 108.5, SF-295 109.9, SF-268 107.7 and SNB-75 82.0.
`O=C(NC(Cc1ccccc1)c1nnc2n(Cc3ccccc3)c(=O)c3c4c(sc3n12)CCCC4)c1ccccc1` (stereo not drawn) gave U251 86.4, SNB-19 85.5, SF-539 101.4, PC-3 103.7, HCC-2998 100.5, SF-295 121.4, SF-268 107.5 and SNB-75 183.0.
O=C(COc1cccc(/C=C2\Cc3ccc(Cl)cc3C2=O)c1)Nc1nc2ccccc2s1 was read as U251 95.2, SNB-19 94.8, SF-539 94.9, PC-3 83.8, HCC-2998 87.3, SF-295 103.7, SF-268 118.2 and SNB-75 95.8.

No new results follow: entries from further up.
CC1(C)CC[C@]2(C(=O)N3CCOCC3)CC[C@]3(C)C(=CC[C@@H]4[C@@]5(C)Cc6c(n(CC#CCN7CCNCC7)c7ccccc67)C(C)(C)[C@@H]5CC[C@]43C)[C@@H]2C1 was read as U251 104.6, SNB-19 98.8, SF-539 106.0, PC-3 99.0, HCC-2998 102.0, SF-295 105.1, SF-268 101.5 and SNB-75 111.3.
For CCCn1c(O)c(C=N)c(=O)n(CCC)c1=O the results were U251 99.6, SNB-19 102.3, SF-539 92.3, PC-3 94.4, HCC-2998 112.4, SF-295 86.5, SF-268 109.2 and SNB-75 85.0.

More records:
`N#Cc1c(-c2cccc(Cl)c2)cc(-c2cccc(Cl)c2)[nH]c1=O` gave U251 74.7, SNB-19 71.6, SF-539 82.7, PC-3 68.7, HCC-2998 82.6, SF-295 83.7, SF-268 83.4 and SNB-75 43.0.
`COc1cccc(/C=N/NC(=O)c2ccncc2)c1` gave U251 103.1, SNB-19 99.1, SF-539 96.3, PC-3 95.3, HCC-2998 98.5, SF-295 93.9, SF-268 90.5 and SNB-75 86.6.
NCCCC[C@H](NC(=O)[C@@H]1CCCN1C(=O)Cc1cccc2ccccc12)C(=O)N[C@@H](CCCN=C(N)N)C(=O)N[C@@H](CCCN=C(N)N)C(N)=O was read as U251 92.4, SNB-19 98.0, SF-539 93.7, PC-3 97.0, HCC-2998 96.8, SF-295 95.5, SF-268 102.5 and SNB-75 95.4.
`CC1=C(O)c2ccccc2C(=O)C1=O` gave U251 104.9, SNB-19 102.8, SF-539 103.1, PC-3 101.8, HCC-2998 110.3, SF-295 96.3, SF-268 98.5 and SNB-75 90.1.
`CCCCC/C=C\C/C=C\CCCCCCCCOc1cccc(CCOP(=O)(O)OCC[N+](C)(C)C)c1` gave U251 104.7, SNB-19 96.6, SF-539 99.2, PC-3 99.7, HCC-2998 119.4, SF-295 99.5, SF-268 90.0 and SNB-75 95.3.
COC(=O)c1sccc1-c1cc(O)c(C(C)=O)s1 was read as U251 94.3, SNB-19 105.5, SF-539 98.5, PC-3 100.8, HCC-2998 104.5, SF-295 111.8, SF-268 95.1 and SNB-75 91.4.
`O=C1NC(=S)NC(=O)C1=Cc1cc(-c2ccc([N+](=O)[O-])cc2)n(-c2ccccc2)n1` gave U251 77.4, SNB-19 81.5, SF-539 94.1, PC-3 86.1, HCC-2998 97.1, SF-295 97.6, SF-268 82.5 and SNB-75 85.8.
CCCCCC(Cl)(CCCC)CCCCC was read as U251 98.6, SNB-19 108.9, SF-539 105.0, PC-3 100.7, HCC-2998 103.7, SF-268 110.6 and SNB-75 102.1.
For Cn1cc(C2=C(c3cccc4ccccc34)C(=O)NC2=O)c2cc(Br)ccc21 the results were U251 91.7, SNB-19 107.7, SF-539 120.8, PC-3 97.3, HCC-2998 126.1, SF-295 102.1, SF-268 102.2 and SNB-75 37.9.
Screening N=C1NC(=O)C(Cn2cnc3ccccc32)S1 (stereo not drawn) returned U251 100.2, SNB-19 97.7, SF-539 99.9, PC-3 101.1, HCC-2998 119.1, SF-295 106.1, SF-268 104.7 and SNB-75 84.9.
`Nc1ccc2ccccc2c1N=Nc1ccc(/C=C/c2ccc(N=Nc3c(N)ccc4ccccc34)cc2S(=O)(=O)O)c(S(=O)(=O)O)c1` gave U251 91.3, SNB-19 94.4, SF-539 91.0, PC-3 87.2, HCC-2998 94.2, SF-295 110.1, SF-268 104.5 and SNB-75 99.2.
Screening CC(C)(O)CC(c1ccccc1)(c1ccccc1)c1ccccc1 returned U251 89.1, SF-539 102.6, PC-3 65.2, HCC-2998 105.8, SF-295 103.2, SF-268 97.8 and SNB-75 111.7.
Screening CC[C@H](CC[C@@H](C)[C@H]1CC[C@H]2[C@@H]3CC[C@@H]4/C(=C\c5ccco5)C(=O)/C(=C\c5ccco5)C[C@]4(C)[C@H]3CC[C@]12C)C(C)C returned U251 99.2, SNB-19 104.6, SF-539 101.0, PC-3 94.7, HCC-2998 107.6, SF-295 99.4, SF-268 99.5 and SNB-75 98.5.
For CCCNC(=O)c1ccc(S(N)(=O)=O)cc1 the results were U251 102.7, SNB-19 106.9, SF-539 97.8, HCC-2998 100.3, SF-295 126.6, SF-268 103.4 and SNB-75 72.6.
`COc1cccc(NC(=O)[C@H](C(C)C)n2c(=O)[nH]c3ccccc3c2=O)c1` gave U251 96.8, SNB-19 117.3, SF-539 102.0, PC-3 95.1, HCC-2998 96.3, SF-268 111.2 and SNB-75 101.6.
O=C(CN1CCN(c2cc(=O)n(-c3ccccc3)c3ccccc23)CC1)Nc1ccc([N+](=O)[O-])cc1 was read as U251 93.9, SNB-19 87.1, SF-539 91.7, PC-3 84.7, HCC-2998 105.5, SF-295 103.1, SF-268 89.7 and SNB-75 88.0.
CCN1C(=O)N(c2ccccc2)C2N=c3s/c(=C4\C(=O)N(C(C)C)c5ccccc54)c(=O)n3NC21 (stereo not drawn) was read as U251 106.0, SNB-19 103.9, SF-539 98.7, PC-3 109.5, HCC-2998 115.4, SF-295 101.7, SF-268 98.7 and SNB-75 78.7.
For O=C(CN1CCNCC1)N1CCCC1 the results were U251 102.2, SNB-19 98.6, SF-539 100.6, PC-3 98.1, HCC-2998 103.2, SF-295 116.2, SF-268 105.6 and SNB-75 72.4.
Screening C/C(CC(C)C)=C(/C)C1CC1CCNS(=O)(=O)c1ccc(C)cc1 (stereo not drawn) returned U251 96.0, SNB-19 95.8, SF-539 102.4, PC-3 83.7, HCC-2998 113.6, SF-295 100.5, SF-268 91.0 and SNB-75 101.2.

Rows are unselected (roughly 10% active in at least one column).
